LANA DNA inh: inhibitors of KSHV LANA C-terminal domain DNA binding. AID 504423. MBP-C-LANA/FAM-LBS DNA binding, fluorescence polarization. inhibition, % at 9 µM. 0.078% of 340,000 active;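 active = highest replicate inhibition at or above 60% at 9 µM, even if other replicates fall short; inactive = all replicates below 60% inhibition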;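 note: 0% = neutral control wells and 100% = 4 µM acridine orange control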
SR-BI DiI-HDL act: enhances SR-BI lipid uptake from DiI-HDL; CHO ldlA[mSR-BI] cells, DiI-HDL uptake fluorescence, 3 h; 100 = double the neutral-control signal; 0.096% of 320,000 active; AID 504775; activation, % at 12.5 µM;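 active = mean replicate activation of at least 60% and every replicate at or above 60%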;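 note: 0% = median plate neutral-control signal and 100% = twice that signal; values of inactives mirror those of a sister screen read the other way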
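System: LDL receptor-deficient CHO ldlA cells overexpressing murine SR-BI | Timing: 3 h uptake period with compound, 37 °C | Medium: HEPES-buffered (25 mM, pH 7.4) F12 plus 0.5% BSA | Dosing: Single-point compound dose | Signal: Bottom-read fluorescence, 550/595 nm | Read-out: Retained DiI signal reflecting DiI-HDL uptake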
RTF Ca sens inh: cardiac RTF calcium desensitization | AID 493244 | P19429+P45379 | 0.12% of 340,000 active | inhibition, % at 7.15 µM | IANBD-labeled cardiac RTF, Ca2+ fluorescence;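 active = inhibition above the mean inhibition of all tested compounds plus 3 SD, cut at about 17% in these data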;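 note: assay run at fixed EC70 calcium of 1.6 mM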
Rtt109 Vps75: C. albicans Rtt109 histone acetyltransferase inhibition | Q5AAJ8 | purified Rtt109/Vps75, ThioGlo CoA-SH fluorescence, 4 h | inhibition, % at 34.9 µM | 0.16% of 330,000 active | AID 540336;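 active = inhibition of at least 50% in every replicate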
DAGLB inh: diacylglycerol lipase beta (human) inhibition. inhibition, % at 5.17 µM. Q8NCG7. 0.059% of 340,000 active. HEK293T DAGLB membrane lysate, EnzChek fluorogenic substrate; in the data active = inhibition above about 34%;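 note: 0% = enzyme with vehicle and 100% = wells lacking enzyme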
Target sequence (Q8NCG7 whole entry, looked up): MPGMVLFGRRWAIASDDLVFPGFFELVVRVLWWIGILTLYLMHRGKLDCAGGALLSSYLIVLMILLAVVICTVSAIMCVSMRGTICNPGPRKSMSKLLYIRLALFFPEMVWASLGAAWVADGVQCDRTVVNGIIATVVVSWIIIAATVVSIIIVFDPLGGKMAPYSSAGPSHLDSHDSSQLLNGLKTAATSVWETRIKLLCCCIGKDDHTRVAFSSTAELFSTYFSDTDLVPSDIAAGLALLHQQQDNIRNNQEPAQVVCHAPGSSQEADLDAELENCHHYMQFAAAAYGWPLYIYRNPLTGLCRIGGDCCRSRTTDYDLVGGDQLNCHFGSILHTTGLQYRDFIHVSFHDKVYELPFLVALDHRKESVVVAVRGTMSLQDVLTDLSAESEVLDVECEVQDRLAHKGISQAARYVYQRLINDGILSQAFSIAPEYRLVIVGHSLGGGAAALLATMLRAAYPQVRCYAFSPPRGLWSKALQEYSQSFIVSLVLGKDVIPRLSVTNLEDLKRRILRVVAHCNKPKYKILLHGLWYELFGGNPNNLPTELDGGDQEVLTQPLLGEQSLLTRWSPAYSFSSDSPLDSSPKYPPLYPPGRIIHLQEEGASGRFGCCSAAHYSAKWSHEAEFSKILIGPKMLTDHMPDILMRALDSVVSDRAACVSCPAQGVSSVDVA
cardiac RTF act: increases calcium sensitivity of human cardiac regulated thin filaments | P19429+P45379 | IANBD-labeled TnC RTF fluorescence at EC20 calcium; 0% EC20 calcium, 100% full calcium | activation, % at 7.2 µM | 0.24% of 340,000 active | AID 493008;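 active = activation above the mean over all tested compounds plus 3 SD, cut at about 30% in these data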;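 note: rise in fluorescence read as greater calcium sensitivity of cardiac thin filaments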
CAL PDZ FP-1: blocks peptide binding to the human CAL PDZ domain. AID 602252. 0.92% of 300,000 active. inhibition, % at 24.9 µM. purified CAL PDZ, TMR-peptide fluorescence polarization, 1 h. Q9HD26;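 active = mean inhibition of at least 30% with at least half of replicates also reaching 30%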;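 note: 0% = DMSO neutral control and 100% = excess unlabeled competitor peptide PRC23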
PKA-R2B activ: activators of human PKA-R2B complex | P22694+P31323 | PKA-R2B holoenzyme dissociation, Cy5-IP20 fluorescence polarization; R2B truncated from residue 108, S112A mutant; 0% DMSO only, 100% 113 µM cGMP | activation, % at 11.4 µM | 0.079% of 340,000 active | AID 504700;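 active = activation above a cutoff set at the mean over all compounds plus 3 SD, cut at about 18% in these data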;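 note: higher means more holoenzyme dissociation and a rise in polarization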
CAL PDZ FP-2: blocks peptide binding to human CAL PDZ domain; AID 504414; 0.02% of 330,000 active; Q9HD26; purified CAL PDZ, TMR-peptide fluorescence polarization, 1 h; inhibition, % at 20 µM;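 active = highest replicate inhibition of at least 40%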;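 note: plate controls were DMSO neutral control wells for no effect and unlabeled competitor peptide control wells for full effect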
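System: purified tagged CAL PDZ domain construct (CerCALP). Schedule: 1 h incubation at room temperature before polarization reading. Medium: 25 mM sodium phosphate pH 7.4, 150 mM NaCl, TCEP, IgG, Thesit. Read-out: percent inhibition from loss of millipolarization. Measured by: FP readout, S and P plane fluorescence. Probe or stimulus: fluorescent TMR peptide probe.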
Keap1 Nrf2 FP: Keap1-Nrf2 (human) interaction inhibition; Keap1 Kelch-Nrf2 peptide fluorescence polarization, 1536-well; inhibition, % at 9.4 µM; 0.15% of 340,000 active; AID 504523; in the data active = inhibition above about 12%;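 note: human Keap1 Kelch domain with fluorescein labeled Nrf2 9mer peptide probe; 0% = neutral control wells and 100% = peptide positive control; higher means more block of Keap1 binding to Nrf2 peptide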
* = called active by the depositor; nt = not tested or not shown.

no.	molecule	LANA DNA inh	SR-BI DiI-HDL act	RTF Ca sens inh	Rtt109 Vps75	DAGLB inh
1	Nn1c(SCCOc2ccc(Cl)cc2)nnc1-c1cccnc1	0.1	19	7	0	2
2	O=C(C[n+]1cn(C(F)F)c2ccccc21)c1ccc(Br)cc1	-0.3	10	-10	2	2
3	Cc1cc(Cl)ccc1Oc1nc(-c2ccc(F)cc2)ccc1C#N	-0.4	-17	2	-9	0
4	CCS(=O)(=O)c1ccc(-c2cccc(NC(=O)c3ccco3)c2)nn1	1.2	-20	2	-3	-1
5	O=C(c1ccc(CS(=O)c2cccc(Cl)c2)o1)N1CCN(c2ccccn2)CC1 (stereo not given)	2.3	-15	-1	0	-2
6	CCn1c(C)cc2c(c1=O)C(c1ccncc1)C(C#N)=C(N)O2 (stereo not given)	1.0	26	-4	-7	-1
7	CSC(SC)=C(C(C)=O)C(=O)c1ccc(C)cc1	2.2	25	-20	-4	-3
8	S=C(NCc1ccco1)N1CCN(c2ccccc2Cl)CC1	0.7	7	0	5	-8

no.	cardiac RTF act	CAL PDZ FP-1	PKA-R2B activ	CAL PDZ FP-2	Keap1 Nrf2 FP
1	3	-5	-5	0.5	1
2	6	-1	1	-2.8	-12
3	4	nt	3	-1.1	-6
4	-4	-2	-4	-1.5	1
5	2	-2	-3	-1.9	3
6	-1	-2	0	-0.8	0
7	11	-1	1	0.1	-2
8	-3	-3	-2	3.5	0

Following part
no.	molecule	LANA DNA inh	SR-BI DiI-HDL act	RTF Ca sens inh	Rtt109 Vps75	DAGLB inh
9	CCOC(=O)C1CCCN(CCSc2ccc(C)cc2)C1 (stereo not given)	-1.1	0	-2	4	-7
10	CCc1ccccc1NC(=O)CCNS(=O)(=O)c1cc(Br)cnc1N	-0.5	-4	-2	4	0
11	Cc1ccc(NC(=O)c2ccc(S(=O)(=O)N3CCCCC3)cc2)cc1	0.5	-7	-3	-13	1
12	O=C(C1CCCN(CCCc2ccccc2)C1)N1CCCCCC1 (stereo not given)	1.3	9	-17	-6	3
13	O=C(Nc1cccc2c1CCCC2)c1ccc(Cl)c([N+](=O)[O-])c1	-1.2	-10	4	4	-7
14	O=C(Cc1ccccc1)Nc1nnc(SCC(=O)NC2CCCC2)s1	-1.1	19	-3	-2	-2
15	Cc1noc(C(=O)NCc2ccco2)c1Cl	1.6	nt	-1	-8	0
16	Cc1ccccc1NC(=O)CSCc1nc(N)nc(Nc2ccccc2C)n1	-0.8	10	8	16	0

no.	cardiac RTF act	CAL PDZ FP-1	PKA-R2B activ	CAL PDZ FP-2	Keap1 Nrf2 FP
9	-2	-3	3	-0.6	2
10	-3	0	5	-3.8	-1
11	-2	2	-5	nt	4
12	2	-1	-8	-0.6	-7
13	-1	nt	0	-1.1	-1
14	1	-6	-14	-0.8	-2
15	-3	nt	-7	-0.5	-2
16	3	-4	4	-2.2	4

The results go on:
no.	molecule	LANA DNA inh	SR-BI DiI-HDL act	RTF Ca sens inh	Rtt109 Vps75	DAGLB inh
17	COc1ccc(C)cc1NC(=O)c1ccc(CN2CCc3ccccc3C2)cc1	-4.6	4	0	7	-4
18	Cc1ccc(/C=C/C(=O)N2CC(C)CC(C)C2)o1 (stereo not given)	0.5	28	-1	-3	0
19	COC(CNC(=O)c1c[nH]c2ccc(S(=O)(=O)N3CCC4(CC3)OCCO4)cc2c1=O)OC	0.9	18	-3	2	0
20	CC(=O)Nc1ccc(C(=O)COC(=O)C2CC3CCCC(C2)C3=O)cc1 (stereo not given)	0.5	-11	-16	2	1
21	O=C(Nc1ccc(Cl)cc1)c1csc(Cc2ccccc2)n1	-0.5	20	-2	27	-1
22	CCN(c1ccc(F)cc1)S(=O)(=O)c1ccc2[nH]cc(C(=O)NCCCN3CCOCC3)c(=O)c2c1	1.0	5	-5	8	1
23	COc1cc(CN2CCCC(N3CCN(c4ccc(F)cc4)CC3)C2)ccc1F (stereo not given)	-1.1	-1	-3	-4	-3
24	COc1ccccc1[C@@H]1C(c2cccc(Cl)c2)=NN(c2ccc(Br)cc2)[C@H]1C(=O)N1CCOC1=O	0.1	-26	-10	-7	0

no.	cardiac RTF act	CAL PDZ FP-1	PKA-R2B activ	CAL PDZ FP-2	Keap1 Nrf2 FP
17	3	-2	1	-0.4	-4
18	-4	2	-6	-0.8	-11
19	6	1	-16	-2.1	-6
20	1	0	-8	-1.8	3
21	0	-5	3	-0.4	1
22	2	nt	13	-1.5	1
23	-5	1	3	-5.3	-4
24	0	2	3	1.0	-3

(further entries)
no.	molecule	LANA DNA inh	SR-BI DiI-HDL act	RTF Ca sens inh	Rtt109 Vps75	DAGLB inh
25	COc1ccccc1NC(=O)COC(=O)C12CC3CC(CC(Br)(C3)C1)C2	0.4	26	-8	-10	-7
26	Cc1ccc(NC(=O)C(NC2CCCc3ccccc32)c2ccccc2)cc1Cl (stereo not given)	-0.6	-1	-17	10	-7
27	CCn1c2ccccc2c2cc(/C=N/NC(=O)c3ccccc3)ccc21	0.3	-3	-4	8	1
28	OC1(c2ccccc2)CC(c2ccccc2)c2ccccc2O1 (stereo not given)	16	-11	0	3	-6
29	Cc1cnc(C(=O)OCC(=O)c2ccc(-c3ccccc3)cc2)cn1	0.4	9	-4	3	-2
30	N=c1oc2ccccc2cc1C(=O)NCc1ccccc1	2.8	1	-2	0	-2
31	Cc1cc(C)cc(OCC(=O)Nc2cccc(-c3nc4ncccc4o3)c2)c1	-0.5	-20	-6	3	-6
32	CCOC(=O)c1ccccc1NC(=O)COC(=O)CCC(=O)c1ccccc1	1.3	4	-12	-15	-7

no.	cardiac RTF act	CAL PDZ FP-1	PKA-R2B activ	CAL PDZ FP-2	Keap1 Nrf2 FP
25	-2	13	-3	-1.2	-4
26	-2	0	-6	-2.2	-1
27	4	-4	-6	0.0	-6
28	1	-2	-7	-2.1	2
29	-4	0	-3	0.3	-7
30	-3	-4	-13	-2.3	-5
31	3	nt	-6	-1.4	-2
32	0	-4	5	-2.5	3

Following part:
no.	molecule	LANA DNA inh	SR-BI DiI-HDL act	RTF Ca sens inh	Rtt109 Vps75	DAGLB inh
33	Cc1ccc(OC(C)C(=O)N2CCCc3ccccc32)cc1 (stereo not given)	-1.7	6	1	5	-8
34	CCCn1c(SCC(=O)NCc2ccco2)nnc1C(C)C	-0.6	-9	-6	9	-2
35	CC(C(=O)NCc1cccs1)N1CCN(S(=O)(=O)c2ccc3c(c2)OCCCO3)CC1 (stereo not given)	0.9	-7	-4	-4	-2
36	CC(=O)N1CCc2cc(S(=O)(=O)Nc3ccc(C)cc3)ccc21	-1.1	12	1	10	0
37	COc1cc(NS(=O)(=O)c2ccc(NC(C)=O)cc2)nc(OC)n1	0.2	-10	1	-1	-3
38	C[C@H]1COC(=O)CCCC/C=C\C[C@H](CC(=O)N(CCO)Cc2ccccc2)C(=O)N1	0.0	-4	-7	-2	2
39	CCN(CC)c1ccc(/C=N/NC(=O)Cc2cccs2)c(O)c1	-2.9	-10	-3	-1	7
40	Cc1cc(C)n(-c2ccc(C(=O)OCC(=O)Nc3ccc(Cl)cc3[N+](=O)[O-])cc2)n1	-0.9	-30	-17	26	-14

no.	cardiac RTF act	CAL PDZ FP-1	PKA-R2B activ	CAL PDZ FP-2	Keap1 Nrf2 FP
33	5	1	-6	1.4	-1
34	4	-3	3	nt	-11
35	3	-3	-16	-2.6	1
36	-2	5	-4	0.0	-2
37	2	-10	0	0.8	-2
38	1	1	5	0.7	-3
39	2	-2	0	-0.5	-2
40	1	-2	-5	-1.3	-4

More results follow.
no.	molecule	LANA DNA inh	SR-BI DiI-HDL act	RTF Ca sens inh	Rtt109 Vps75	DAGLB inh
41	Cn1c(-c2sc3cc(C(F)(F)F)cnc3c2-c2cccs2)n[nH]c1=S	-0.8	-7	-2	15	6
42	C[C@@H](NC(=O)c1nc[nH]c1C(=O)N[C@@H](CCCCNC(=O)OC(C)(C)C)C(=O)OC(C)(C)C)c1ccccc1	5.8	2	1	9	-3
43	CCOCC(=O)Nc1ccc(S(=O)(=O)N2CCC(c3nc4ccccc4[nH]3)CC2)cc1	-0.3	-2	1	3	-3
44	CCN(CC)S(=O)(=O)c1ccc(/C=C/C(=O)Nc2ccccc2N2CCOCC2)cc1	-2.3	nt	-8	32	-2
45	O=C(NCc1ccc2c(c1)OCO2)c1cccnc1Cl	2.3	29	-4	-4	-2
46	CCOC(=O)CCN	-5.9	24	-6	3	1
47	CCC1CCCCN1C(=O)COc1cccc2c1CCN(C)C2=O (stereo not given)	0.1	12	-5	-5	2
48	CCCN1C(=O)/C(=C/C=C2\N(CC)c3ccccc3C2(C)C)SC1=S	-0.6	-48	-69	2	-13
49	Cc1ccccc1CCNC(=O)Cn1ccc2cc(S(=O)(=O)N3CCCC3)ccc21	-0.6	-6	-14	-7	4

no.	cardiac RTF act	CAL PDZ FP-1	PKA-R2B activ	CAL PDZ FP-2	Keap1 Nrf2 FP
41	3	0	-9	-2.0	0
42	-9	-6	-5	-0.5	1
43	3	-3	-3	-1.5	-4
44	-2	-2	-8	-3.0	-2
45	1	2	4	0.1	0
46	1	4	-10	-2.4	2
47	-1	-2	5	0.5	2
48	52*	1	-2	-0.9	-46
49	-1	-3	-10	-2.5	-4

High-throughput results deposited in PubChem by several laboratories.
